From PubChem
Jurkat NFkB inh: inhibitors of induced NF-kB luciferase reporter, primary screen, TCR NF-kB activation inhibitor project, cell-based, luminescence, uHTS. inhibition, % at 4 µM. AID 435003, 2010. Jurkat, PMA/ionomycin-induced NF-kB luciferase reporter. actives 0.53% (n = 330,000); in the data active means inhibition above about 50%
Mdm2 MdmX PPI: inhibitors of human Mdm2-MdmX association, primary screen, cell-based, luminescence, split luciferase, SaOS-2, uHTS. Protein Mdm4 (Homo sapiens) + E3 ubiquitin-protein ligase Mdm2 (Homo sapiens), …. SaOS-2 split-luciferase Mdm2/MdmX complementation. inhibition, % at 8 µM. actives 3% (n = 330,000). AID 485346, 2010;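 active means inhibition of at least 50% at 8 µM in the primary screen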
Target sequence (O15151 whole entry, looked up): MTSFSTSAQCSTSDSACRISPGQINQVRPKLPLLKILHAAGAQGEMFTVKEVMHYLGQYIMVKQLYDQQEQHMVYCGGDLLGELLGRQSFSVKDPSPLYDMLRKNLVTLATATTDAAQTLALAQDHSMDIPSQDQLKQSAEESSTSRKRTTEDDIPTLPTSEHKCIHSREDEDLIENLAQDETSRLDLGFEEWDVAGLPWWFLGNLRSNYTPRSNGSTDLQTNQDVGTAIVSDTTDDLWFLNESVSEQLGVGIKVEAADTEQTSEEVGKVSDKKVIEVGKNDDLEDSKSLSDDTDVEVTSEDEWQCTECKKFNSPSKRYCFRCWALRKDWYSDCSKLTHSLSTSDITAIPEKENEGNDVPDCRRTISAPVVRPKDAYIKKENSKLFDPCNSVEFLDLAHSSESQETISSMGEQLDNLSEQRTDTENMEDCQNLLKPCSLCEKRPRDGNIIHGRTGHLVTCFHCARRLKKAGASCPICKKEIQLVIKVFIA
Target sequence (Q00987 whole entry, looked up): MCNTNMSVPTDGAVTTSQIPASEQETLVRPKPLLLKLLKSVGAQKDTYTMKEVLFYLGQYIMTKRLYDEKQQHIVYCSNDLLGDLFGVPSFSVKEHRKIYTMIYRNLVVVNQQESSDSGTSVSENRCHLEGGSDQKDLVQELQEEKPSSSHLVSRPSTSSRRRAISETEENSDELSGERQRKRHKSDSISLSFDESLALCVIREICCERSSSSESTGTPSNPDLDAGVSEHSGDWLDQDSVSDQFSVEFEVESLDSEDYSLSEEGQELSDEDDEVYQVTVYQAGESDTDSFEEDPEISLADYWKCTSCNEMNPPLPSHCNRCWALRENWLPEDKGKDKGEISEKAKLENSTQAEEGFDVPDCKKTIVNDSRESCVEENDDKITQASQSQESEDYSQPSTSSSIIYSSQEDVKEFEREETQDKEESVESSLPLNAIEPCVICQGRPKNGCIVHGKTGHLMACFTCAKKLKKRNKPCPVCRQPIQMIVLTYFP
UPR XBP1 act: activators of adaptive XBP1 UPR arm, primary screen, cell-based, CHO-XBP1 luciferase reporter, luminescence, uHTS; activation, % at 20 µM; IRE1-XBP1 UPR activation; percent of tunicamycin response, DMSO as zero; actives 0.33% (n = 330,000);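 active means versus positive control, 20 µM dose yields 30% or more activation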;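 further: 100% = tunicamycin at 10 µg/mL and 0% = DMSO only wells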
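Test system: CHO-XBP1 luciferase reporter cells | Buffer or medium: Serum-containing F12 medium, 10% FBS | Schedule: 6 h compound exposure at 37 °C, 5% CO2 | Detection: Steady-Glo luciferase glow luminescence, 10 min after reagent addition | Read-out basis: Activation, % of tunicamycin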
tim23-1 inh: growth inhibitors of tim23-1 mutant yeast, primary screen, luminescence, uHTS | S. cerevisiae tim23-1 growth, BacTiter-Glo luminescence, 24 h | inhibition, % at 20 µM | actives 1.3% (n = 330,000) | AID 463212, 2010;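 active means growth inhibition of the mutant yeast at or above 50%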;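 further: temperature-sensitive mutant grown at 25 °C; plate controls were DMSO-treated mutant yeast for no effect and medium wells lacking yeast for full effect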
tim10-1 inh: growth inhibitors of tim10-1 mutant yeast, primary screen, luminescence, uHTS | AID 463190, 2010 | inhibition, % at 20 µM | actives 2.2% (n = 330,000) | S. cerevisiae tim10-1 ts strain growth, BacTiter-Glo, 24 h;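 active means inhibition of at least 40%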;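 further: mutant grown at 25 °C; 0% = DMSO wells with yeast and 100% = wells holding no yeast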
UPR CHOP act: activators of apoptotic CHOP UPR arm, primary screen, cell-based, CHO-CHOP luciferase reporter, luminescence, uHTS | UPR activation; percent of tunicamycin response over DMSO baseline | activation, % at 10 µM | actives 0.34% (n = 330,000) | AID 449763, 2010;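 active means at 10 µM dose, activation of 40% or more, normalized to positive control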;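 further: 100% = tunicamycin at 10 µg/mL and 0% = DMSO alone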
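Dosing – one dose, 10 µM in 0.5% DMSO · System – CHO-CHOP cells, stable luciferase reporter of PERK-eIF2a-CHOP signalling · Input – 500 cells/well · Control set – tunicamycin 10 µg/mL final as positive, DMSO-only wells as negative · Timing – 6 h compound treatment, 37 °C · Measure – % activation vs tunicamycin · Technique – luminescence read with Steady-Glo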
TIM10 inh: growth inhibitors of isogenic TIM10 control yeast, primary screen, counter-screen for tim10-1 yeast inhibitor project, luminescence, uHTS. S. cerevisiae TIM10 strain growth, BacTiter-Glo luminescence, 24 h. AID 463195, 2010. inhibition, % at 10 µM. actives 1.4% (n = 330,000);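 active means inhibition of 40% or more at the single tested concentration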;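 further: wild-type TIM10 isogenic control strain grown at permissive 25 °C; 0% = DMSO yeast wells and 100% = minimal medium wells without yeast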
697 NFkB inh: inhibitors of PMA/ionomycin-induced NF-kB reporter, 697 cells, primary screen, B-cell NF-kB inhibitor project, cell-based, luminescence, uHTS; 697 B-cell NF-kB luciferase reporter, 16 h; inhibition, % at 4 µM; actives 0.33% (n = 330,000); AID 435022, 2010; in the data active means inhibition above about 35%
* marks the source's active call; other numbers are inactive results.

SMILES | Jurkat NFkB inh | Mdm2 MdmX PPI | UPR XBP1 act | tim23-1 inh | tim10-1 inh | UPR CHOP act | TIM10 inh | 697 NFkB inh
Cc1ccc(S(=O)(=O)Oc2ccc(/C=C(/NC(=O)c3ccccc3)C(=O)O)cc2)cc1 | -12 | 2 | 0 | 14 | 19 | 2.6 | 1 | 2
Cc1ccc(NC(=O)Cn2c(=O)c3cccn3c3ccccc32)c(C)c1 | -3 | 7 | -1 | 14 | 13 | -0.5 | 6 | -2
O=C(Nc1ccccc1)C1=C[C@H](c2ccc(Br)cc2)C[C@H](OCc2ccc(CO)cc2)O1 | 3 | 3 | 3 | 24 | 20 | 0.8 | 5 | 10
CC1(CCC(=O)N2CCCC(Nc3ccc(F)cc3)C2)CC1 (stereo not drawn) | 0 | -11 | -3 | 26 | 2 | -0.5 | -8 | -10
O=Cc1ccccc1OCc1nnsc1Cl | 9 | 20 | -3 | 16 | -11 | 0.2 | 16 | 20
CCOC(=O)c1c(C)[nH]c(C)c1C(=O)COC(=O)CNC(=O)c1ccc(OCC)cc1 | -4 | 9 | -2 | 15 | 5 | -0.1 | -6 | 17
Cc1ccc2sc(N(CCCN(C)C)C(=O)c3ccc(S(=O)(=O)N(C)Cc4ccccc4)cc3)nc2c1C | 0 | 100* | 30 | 12 | 54* | 5.2 | 29 | -18
O=C(NCCN1CCOCC1)c1cc(-c2ccc(Cl)cc2Cl)on1 | -23 | -33 | 2 | 21 | 10 | 5.5 | -3 | -29
CCCC(C(=O)N(C)CC(=O)Nc1ccc(N2CCOCC2)cc1)c1ccccc1 (stereo not drawn) | 8 | 12 | -1 | 8 | 3 | 0.8 | -1 | 29
CCOC(=O)CSc1nc2c(sc(=S)n2-c2ccc(OCC)cc2)c(=O)[nH]1 | 4 | -33 | 6 | 23 | 9 | 0.6 | 9 | 16
O=C(c1ccc(N2CCCCC2)c([N+](=O)[O-])c1)N(c1ccccn1)c1ccccn1 | -1 | 9 | 0 | 16 | 32 | -1.0 | 3 | -3
CCCOC(=O)Nc1cc(OC)ccc1[N+](=O)[O-] | 5 | 0 | 1 | 16 | -2 | -2.5 | -6 | -7
CN(C(=O)c1cccc(NC(=O)C2CCCN(C(=O)OC(C)(C)C)C2)c1)C1CCCC1 (stereo not drawn) | 3 | 16 | -6 | 0 | 3 | 1.1 | -2 | 11
O=[N+]([O-])CC(c1ccccc1)P(=O)(c1ccccc1)c1ccccc1 (stereo not drawn) | 9 | 12 | -1 | 28 | 41* | 0.6 | 0 | 9
CC(C)C12CN3CC(C(C)C)(CN(C1)C3c1ccccc1O)C2=O (stereo not drawn) | 0 | 21 | 1 | 21 | 28 | -1.1 | 19 | 15
Cn1c2ccccc2c2cc(C(=O)N3CCN(CCO)CC3)sc21 | 5 | 0 | 0 | 1 | 15 | -0.9 | -7 | 9
C=CCN(c1ccccc1OC)S(=O)(=O)c1cccc(C(=O)OC2CCOC2=O)c1 (stereo not drawn) | -1 | -6 | -2 | 27 | 6 | -0.9 | -9 | -16
COc1nc(C)nc(C)c1Oc1ccc(Cl)cc1Cl | 12 | 9 | -4 | 16 | 15 | 1.4 | -17 | -15
S=c1[nH]nc(COc2ccccc2)n1/N=C/c1cccnc1 | 8 | -4 | 0 | 8 | 7 | -2.4 | 3 | 13
CCC(CC)c1ncc[nH]1 | -16 | -28 | -2 | 10 | 2 | -1.2 | 10 | -1
CCc1cccc(Nc2cc(C)nc3ncnn23)c1 | 13 | -27 | -1 | 20 | 19 | -0.9 | 4 | 11
CC(CC(=O)N(CCC1=CCCCC1)c1c(N)n(Cc2ccccc2)c(=O)[nH]c1=O)c1ccccc1 (stereo not drawn) | 1 | 21 | 40* | -25 | -9 | 5.9 | -5 | 13
CCC(=O)c1cc(F)c(N2CCN(C(=O)Cc3ccccc3)CC2)cc1C | 2 | 4 | -5 | 18 | 22 | -1.8 | -1 | 3
Cn1cccc1C(=O)OCC(=O)NNC(=O)c1ccc([N+](=O)[O-])cc1 | 14 | 3 | -1 | -2 | -6 | 1.6 | 1 | 1
CCOC(=O)c1ccc(N2C(=O)c3n[nH]c(C)c3C2c2cccnc2)cc1 (stereo not drawn) | -3 | -6 | 0 | 8 | 0 | 0.4 | -15 | -1

Grouped by structure: the entries above containing fluorine.
SMILES | Jurkat NFkB inh | Mdm2 MdmX PPI | UPR XBP1 act | tim23-1 inh | tim10-1 inh | UPR CHOP act | TIM10 inh | 697 NFkB inh
CC1(CCC(=O)N2CCCC(Nc3ccc(F)cc3)C2)CC1 (stereo not drawn) | 0 | -11 | -3 | 26 | 2 | -0.5 | -8 | -10
CCC(=O)c1cc(F)c(N2CCN(C(=O)Cc3ccccc3)CC2)cc1C | 2 | 4 | -5 | 18 | 22 | -1.8 | -1 | 3

The listing continues.
SMILES | Jurkat NFkB inh | Mdm2 MdmX PPI | UPR XBP1 act | tim23-1 inh | tim10-1 inh | UPR CHOP act | TIM10 inh | 697 NFkB inh
Cc1ccc(C(=O)Nc2ccncc2)cc1[N+](=O)[O-] | -7 | 16 | 0 | -7 | -4 | 0.0 | 4 | -3
O=C(Cc1ccccc1)NC(=S)Nc1ccc(OC(F)F)cc1 | -7 | 6 | 1 | 47 | 15 | 4.7 | 15 | -22
O=c1c2ccccc2nc(SCc2nc(-c3ccccc3)no2)n1-c1ccc(F)cc1 | -10 | 6 | 0 | 23 | 34 | -0.4 | 16 | -2
Cc1ccc(S(=O)(=O)N2[C@@H](c3cccc(Cl)c3)C(C(=O)O)=CC[C@H]2c2ccc3c(c2)OCO3)cc1 | 13 | -3 | -1 | -1 | 3 | 1.0 | -3 | 19
Cc1ccc(Nc2nc(N)nc(CSc3nnc(-c4ccncc4)o3)n2)cc1 | -7 | 67* | 3 | -4 | -1 | 5.0 | -3 | -24
C#CCOCCOCCOCCNc1nc(N2CCN(C(=O)[C@H]([C@@H](C)CC)n3cc(CCCCN)nn3)CC2)nc(N2CCN(C(=O)[C@H](CCCCN)n3cc(CCCC)nn3)CC2)n1 | -3 | -13 | 0 | 11 | 10 | 2.9 | 5 | 8
CSc1nc(-c2ccco2)nn1C(=O)c1ccco1 | 4 | -30 | 0 | 19 | 20 | -0.2 | 13 | -10
Cc1ccsc1C(=O)Nc1ccc(S(=O)(=O)N2CCOCC2)cc1 | 21 | -4 | -3 | 17 | 6 | -0.2 | 10 | -5
C=CCNC(=S)Nc1ccc(Cl)cc1 | -12 | 21 | 0 | -7 | 24 | 2.2 | 16 | 4
COc1ccc(N2CCN(c3cnc4ccccc4n3)CC2)cc1 | -30 | -38 | -2 | -9 | -16 | 0.7 | -16 | -57
COc1cc(/C=C2\N=C3CCCCCN3C2=O)ccc1O | -21 | 10 | 6 | 19 | 20 | 2.4 | 19 | -24
COC(=O)c1ccc(NC(=O)C2CCCN2S(=O)(=O)c2ccc(F)cc2)cc1 (stereo not drawn) | 2 | 26 | -1 | 15 | 23 | -0.6 | 11 | 10
O=C(NNS(=O)(=O)c1ccccc1)C1CC(c2cccnc2)=NO1 (stereo not drawn) | 9 | 22 | -4 | 34 | 5 | 0.5 | 10 | 9
Cc1cc(C)c(NC(=O)COC(=O)C2CCCO2)c(C)c1 (stereo not drawn) | 8 | 2 | -2 | 1 | -10 | -0.6 | -1 | 12
O=C(O)CCCn1c(O)c(C=C2N=c3ccccc3=N2)sc1=S | 7 | 12 | -1 | 6 | 8 | 2.8 | -14 | -19
COc1cccc(Nc2nc(NCCO)c3ccccc3n2)c1 | 10 | 65* | 11 | 6 | 27 | 6.1 | 16 | -25
COc1ccc2c(C#CCCO)c(-c3ccc(S(C)(=O)=O)cc3)sc2c1 | 8 | 42 | 13 | 19 | 23 | 1.0 | 27 | -21
C1CCN(c2c3c(nc4nnnn24)CCCC3)CC1 | 5 | 15 | -3 | 2 | 6 | -0.3 | 22 | 12
COc1ccc2c(c1)C(=NNC(=O)c1ccccn1)c1cc(OC)ccc1-2 | -33 | 12 | 1 | 0 | 15 | 25 | 2 | 35
Cc1cccc(CSc2nc3c(cc2C#N)CCC3)c1 | -11 | 3 | 1 | -6 | 20 | 1.5 | -12 | -26
CCc1nnc(NC(=O)c2cc(-c3ccccn3)nc3ccc(Br)cc23)s1 | 17 | 12 | -4 | 7 | 83* | -2.7 | -4 | 20
CN(/C=C/C(=O)C(F)(F)F)Cc1ccccc1 | -15 | 5 | 3 | 15 | 1 | -0.9 | 1 | -11
NC(=S)NNC(=O)[C@@H]1CCCC[C@@H]1C(=O)O | 4 | 6 | 0 | 11 | 16 | -0.3 | 6 | -27
COC(=O)C1=C(C)NC(C)=C(C(=O)OC)C1c1cc2cc(C)ccc2[nH]c1=O | -11 | -32 | -1 | 19 | -5 | -0.9 | -14 | -44
COc1ccc(CCC(C)NC(=O)CCc2ccccc2)c(OC)c1 (stereo not drawn) | 9 | 31 | -1 | 30 | 15 | 1.3 | 9 | 12

In a second layout: two of the compounds above
Every second line gives: Jurkat NFkB inh, Mdm2 MdmX PPI, UPR XBP1 act, tim23-1 inh, tim10-1 inh, UPR CHOP act, TIM10 inh, 697 NFkB inh
> Cc1cccc(CSc2nc3c(cc2C#N)CCC3)c1
  -11, 3, 1, -6, 20, 1.5, -12, -26
> CCc1nnc(NC(=O)c2cc(-c3ccccn3)nc3ccc(Br)cc23)s1
  17, 12, -4, 7, 83*, -2.7, -4, 20

The list continues:
SMILES | Jurkat NFkB inh | Mdm2 MdmX PPI | UPR XBP1 act | tim23-1 inh | tim10-1 inh | UPR CHOP act | TIM10 inh | 697 NFkB inh
CC(=O)Nc1ccc(NC(=O)CCc2nc3sc4c(c3c(=O)[nH]2)CCCC4)cc1 | 10 | 11 | -1 | 3 | -3 | 0.4 | -2 | 18
CSCCC1NC(=O)N(C(C)C(=O)Nc2cc(Cl)cc(Cl)c2)C1=O (stereo not drawn) | -8 | -12 | -5 | 10 | 9 | 1.2 | 7 | 12
COCCn1cnc2c(c1=O)c1nc3ccccc3nc1n2/N=C/c1ccco1 | -4 | 13 | -2 | -9 | -3 | 3.4 | 3 | 25
Brc1cc(Cc2nnc(-c3ccccc3)o2)c(Br)s1 | 10 | 20 | 7 | 14 | 7 | -0.3 | 6 | 3
CCOC(=O)c1nn(-c2ccccc2)c2nc(Nc3ccccc3)cc(=O)n12 | -18 | 0 | 2 | 5 | 18 | -1.9 | 12 | -6
COc1cc2cc(C(C)(C)O)oc(=O)c2cc1OC | -7 | 20 | 2 | -8 | -10 | 1.3 | -7 | 13
Cc1ccc(Cn2c(=O)c3ccccc3n3nc(C)cc23)cc1 | 3 | 3 | 4 | -9 | 33 | -1.9 | -2 | -7
CC(C)(O)C#Cc1ccc(C(=O)N2CCCC(CCC(=O)NCc3ccccc3F)C2)cc1 (stereo not drawn) | 3 | 7 | -3 | -7 | 7 | -1.6 | 7 | -18
COc1ccc(COCC(O)CN2CCC(C(N)=O)CC2)cc1OC (stereo not drawn) | 7 | 13 | 0 | 19 | -3 | -3.1 | -4 | 6

Sorted by value in 697 NFkB inh (rising): three from the list above
| Compound | 697 NFkB inh |
| --- | --- |
| COC(=O)C1=C(C)NC(C)=C(C(=O)OC)C1c1cc2cc(C)ccc2[nH]c1=O | -44 |
| Cc1ccc2sc(N(CCCN(C)C)C(=O)c3ccc(S(=O)(=O)N(C)Cc4ccccc4)cc3)nc2c1C | -18 |
| COc1nc(C)nc(C)c1Oc1ccc(Cl)cc1Cl | -15 |
